KOR beta-arrestin-1 = KOR agonists, beta-arrestin recruitment, primary screen, cell-based, luminescence, uHTS (AID 1777); Kappa-type opioid receptor (Homo sapiens); KOR beta-arrestin recruitment, luminescence; higher % means a stronger effect; activation, % at 10 µM; hits with a dose series show EC50 in µM; 280,000 compounds, 0.02% hits; in the data active = activation above about 50%, passing the limit was not always enough; note: a part of the inactive calls stands beside numbers as strong as those of hits
Myeloid diff MLP = induction of myeloid progenitor differentiation, primary screen, cell-based, flow cytometry, MLPCN library; ER-HoxA9 myeloid progenitors, lysozyme-GFP differentiation; calls only at 10 µM; 360,000 compounds, 1% hits; AID 624256, 2012;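 active = normalized GFP-positive differentiation at or above the plate's own cutoff, the solvent-only control mean plus 3 SD; inconclusive = no clear call, values can overlap the other calls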;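 note: cells exposed to compound for four days before flow analysis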
HIV peptide binding = inhibitors of HIV fusion peptide binding, primary screen, biochemical, uHTS, fluorescence dequenching (AID 1986); cell-free peptide binding, fluorescence dequenching, 30 min; higher % means a stronger effect; one-dose inhibition, % at 20 µM; IC50 in µM for titrated hits; 290,000 compounds, 0.3% hits; in the data active = inhibition mostly above about 52%, no sharp cut-off; inactive = mostly below about 76%; note: some results filed as inactive read as strong as hits
GPR55 beta-arrestin = GPR55 agonists via beta-arrestin recruitment, primary screen, imaging, U2OS cells, beta-arrestin-GFP redistribution (AID 1961). G-protein coupled receptor 55 (Homo sapiens). activation, % at 10 µM; hits with a dose series show EC50 in µM. U2OS GPR55 beta-arrestin-GFP redistribution imaging; higher % means a stronger effect. 290,000 compounds, 0.048% hits;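 active = activation above 40% with more than 50 cells counted in the well; inconclusive = wells holding fewer than 50 cells, flagged as toxic or sparse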;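 note: U2OS osteosarcoma cells stably expressing GPR55 and beta-arrestin-GFP; plate controls were DMSO negative control for no effect and LPI positive control for full effect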
NOD1 NF-kB reporter = NOD1 signaling inhibitors, primary screen, cell-based, luminescence, uHTS (AID 1578) | NOD1-driven NF-kB luciferase reporter cells, luminescence; higher % means a stronger effect | one-dose inhibition, % at 4 µM; EC50 in µM for titrated hits | 290,000 compounds, 1% hits; in the data active = inhibition mostly above about 36%, no sharp cut-off; inactive = mostly below about 34%;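 note: HEK-293T reporter cells stimulated with the NOD1 agonist gamma-tri-DAP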
KOR beta-arrestin-2 = KOR antagonists, beta-arrestin recruitment, cell-based, luminescence, uHTS (AID 1778); KOR beta-arrestin recruitment, luminescence, antagonist mode; higher % means a stronger effect; one-dose inhibition, % at 10 µM; IC50 in µM for titrated hits; 290,000 compounds, 0.091% hits; note: strong numbers were not always called active
GPR35 antagonists = GPR35 antagonists blocking zaprinast-driven arrestin recruitment, primary screen, imaging, U2OS, beta-arrestin-GFP, zaprinast agonist (AID 2058) | one-dose inhibition, % at 10 µM; IC50 in µM for titrated hits | 290,000 compounds, 0.052% hits | U2OS GPR35 beta-arrestin-GFP translocation imaging, zaprinast antagonism; higher % means a stronger effect | G-protein coupled receptor 35 (Homo sapiens);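 active = inhibition of at least 50% with at least 30 cells and total cytoplasm GFP at most 10,000,000; inconclusive = under 30 cells or total GFP of 10,000,000 plus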
HEK293 NOD2/NF-kB = NOD2 signaling inhibitors, cell-based, luminescence, uHTS, HEK293 (AID 1566); HEK293 NOD2/NF-kB luciferase reporter, luminescence; higher % means a stronger effect; inhibition, % at 4 µM, or EC50 in µM where a hit was titrated; 290,000 compounds, 0.63% hits; note: many of its hits are not listed in these tables
GPR55 LPI antagonism = GPR55 antagonists blocking LPI-driven arrestin recruitment, primary screen, imaging, U2OS, beta-arrestin-GFP, LPI agonist (AID 2013); 290,000 compounds, 0.13% hits; G-protein coupled receptor 55 (Homo sapiens); inhibition, % at 10 µM, or IC50 in µM where a hit was titrated; U2OS GPR55 beta-arrestin-GFP translocation imaging, LPI antagonism; higher % means a stronger effect;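 active = spots per cell inhibited over 60%, with over 100 cells counted and total cytoplasm intensity under 500,000; inconclusive = wells with under 100 cells, flagged as likely toxic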;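 note: U2OS cells stably carrying GPR55 and arrestin-GFP stimulated by 5 µM LPI near EC80; imaged beta-arrestin-GFP aggregate spots per cell after agonist stimulation; plate controls were LPI-stimulated DMSO wells for no effect and DMSO wells without LPI for full effect; some results filed as inactive read as strong as hits; confirmed hits need IC50 under 10 µM and bright autofluorescent wells are also inconclusive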
Myeloid diff MLP GFP+ MAC1+ % = also measured in Myeloid diff MLP; calls as there; GFP+ MAC1+ double positive, %; measured here: differentiation confirmed by MAC1 staining
* hit, by the source's call; i = inactive; ? = inconclusive; / = no result given; [ ] = remark or other dose. Cut-off read from the data, not from the text of the source, unless noted: active = inhibition above about 50%; inactive = the rest.

SMILES	KOR beta-arrestin-1	Myeloid diff MLP	Myeloid diff MLP GFP+ MAC1+ %	HIV peptide binding	GPR55 beta-arrestin	NOD1 NF-kB reporter	KOR beta-arrestin-2	GPR35 antagonists	HEK293 NOD2/NF-kB	GPR55 LPI antagonism
CC(C)C(=O)N1CCC(c2nc(-c3ccc(S(=O)(=O)N4CCCC4)cc3)no2)CC1	-2.3%	i	8.7	-0.6%	-0.1%	20%	-14%	7%	18%	-5%
CCCOc1ccc(/C(O)=C2/C(=O)C(=O)N(CCN(C)C)C2c2ccc(OC)c(OC)c2)cc1 (centres undefined)	2.7%	i	0.1	0.9%	0.4%	-1%	4%	-2%	0%	4%
CC(C)Cn1c(SC(C)C(=O)Nc2ccc(N3CCOCC3)cc2)nc2ccccc21 (centres undefined)	-4.3%	i	0.2	-2.4%	-0.3%	18%	0%	2%	11%	-4%
COc1ccc(C(=O)NC(=S)Nc2ccc(S(=O)(=O)Nc3cc(OC)ncn3)cc2)cc1	1.9%	i	2.0	9.4%	-0.2%	-15%	-16%	8%	-6%	3%
O=C1/C(=C/c2ccco2)SC(=S)N1CCC(=O)N1CCCCC1CCO (centres undefined)	-4.5%	/	/	19%	-0.2%	-12%	-53%	2%	14%	11%
CC(C)CCNC(=O)c1sc2ccc(S(=O)(=O)N3CCCCC3)cc2c1N	-1.2%	i	0.1	-2.2%	0.5%	55%	-16%	1%	18%	-2%
CC1CC(C)CN(C(=O)CSc2nnc(N)s2)C1 (centres undefined)	9.7%	i	3.3	1.5%	0.3%	26%	-26%	-4%	-3%	-12%
CCOc1ccc(N2C(=O)c3cccnc3C2Nc2ccc(C)c(C)c2)cc1 (centres undefined)	-1.9%	i	0.6	-0.7%	0.3%	-2%	17%	14%	14%	8%
O=c1nc(SCc2c(F)cccc2Cl)nc(-c2ccccc2)[nH]1	-1.5%	/	/	23%	0.6%	9%	-8%	14%	34%	12%
CCOC(=O)COc1cc(N)c(Cl)cc1Cl	-5.0%	i	0.6	-2.6%	0.9%	-29%	16%	0%	16%	-9%
CCNC(=O)CN(c1ccccc1)S(=O)(=O)c1ccc(Cl)cc1	-0.4%	i	0.8	-2.4%	0.0%	15%	-38%	-4%	7%	9%
Nc1cc(=O)nc(SCC(=O)N2CCN(c3ccccc3)CC2)n1-c1ccccc1	0.6%	i	5.0	0.5%	-0.2%	-20%	-5%	-5%	-8%	21%
S=C1NC(c2ccccc2)=CC(c2ccccc2)N1 (centres undefined)	-2.7%	i	0.2	-0.8%	0.0%	-38%	-30%	-8%	10%	6%
O=C1/C(=C/c2cccs2)SC(=S)N1NS(=O)(=O)c1ccccc1	3.6%	i	0.3	7.1%	0.4%	-10%	-12%	2%	-2%	7%
Oc1ccc2ccccc2c1CN1CCN(c2ccccc2F)CC1	-3.6%	i	2.7	0.5%	-0.1%	26%	3%	-6%	14%	9%
CC[C@H](NC(=O)c1c(C)c(-c2ccccc2)nc2ccccc12)c1ccccc1	-0.4%	i	2.4	0.4%	-0.1%	-1%	16%	6%	22%	4%
C=CCn1c(SCC(=O)c2ccc(Br)cc2)nnc1C(C)NC(=O)Cc1ccc(OC)cc1 (centres undefined)	1.0%	i	1.6	-3.1%	0.2%	-11%	-2%	-13%	1%	1%
Oc1c(C2=NCCNC(C(F)(F)F)=C2)ccc2ccccc12	-2.7%	i	0.1	-4.5%	-0.1%	-50%	-33%[20 µM]	8%	-98%	4%
Cc1ccc(C(=O)NC(C)c2ccc(F)cc2)cc1 (centres undefined)	-2.5%	i	0.8	-0.3%	-0.1%	-15%	10%	36%	1%	-3%
CC(C)CC(NC(=O)C1CCC(C)CC1)C(=O)N1CCN(c2ccccn2)CC1 (centres undefined)	1.3%	i	3.0	-1.8%	-0.1%	0%	21%	-15%	2%	7%
CCCc1cc(=O)oc2c(C)c(OCC(=O)NCCCn3ccnc3)ccc12	-2.4%	i	2.2	0.9%	-0.2%	-35%	-39%	3%	-39%	-7%
COc1cc(C)c(C(C)C)cc1S(=O)(=O)n1ccnc1	-4.5%	i	0.6	-4.2%	1.3%	8%	-2%	4%	9%	-1%
CC(=O)c1ccc(-c2ccc(/C=C(/Sc3n[nH]c(C)n3)C(=O)O)o2)cc1	5.8%	i	1.3	42%	-0.2%	-11%	0%	8%	-6%	-10%
O=C(Nc1cccnc1)C1(c2ccccc2)CCCC1	12%	i	1.1	-1.4%	-0.1%	1%	-19%	3%	9%	6%
CCn1cc(CNC(=O)CCc2ccc(OC)cc2)cn1	11%	i	0.5	-0.4%	0.2%	50%	-33%	-3%	11%	11%

8 entries from above, set out differently:
| canonical_smiles | KOR beta-arrestin-1 | Myeloid diff MLP | Myeloid diff MLP GFP+ MAC1+ % | HIV peptide binding | GPR55 beta-arrestin | NOD1 NF-kB reporter | KOR beta-arrestin-2 | GPR35 antagonists | HEK293 NOD2/NF-kB | GPR55 LPI antagonism |
| --- | --- | --- | --- | --- | --- | --- | --- | --- | --- | --- |
| CC(C)C(=O)N1CCC(c2nc(-c3ccc(S(=O)(=O)N4CCCC4)cc3)no2)CC1 | -2.3% | i | 8.7 | -0.6% | -0.1% | 20% | -14% | 7% | 18% | -5% |
| CCCOc1ccc(/C(O)=C2/C(=O)C(=O)N(CCN(C)C)C2c2ccc(OC)c(OC)c2)cc1 (centres undefined) | 2.7% | i | 0.1 | 0.9% | 0.4% | -1% | 4% | -2% | 0% | 4% |
| CC(C)Cn1c(SC(C)C(=O)Nc2ccc(N3CCOCC3)cc2)nc2ccccc21 (centres undefined) | -4.3% | i | 0.2 | -2.4% | -0.3% | 18% | 0% | 2% | 11% | -4% |
| COc1ccc(C(=O)NC(=S)Nc2ccc(S(=O)(=O)Nc3cc(OC)ncn3)cc2)cc1 | 1.9% | i | 2.0 | 9.4% | -0.2% | -15% | -16% | 8% | -6% | 3% |
| O=C1/C(=C/c2ccco2)SC(=S)N1CCC(=O)N1CCCCC1CCO (centres undefined) | -4.5% | / | / | 19% | -0.2% | -12% | -53% | 2% | 14% | 11% |
| CC(C)CCNC(=O)c1sc2ccc(S(=O)(=O)N3CCCCC3)cc2c1N | -1.2% | i | 0.1 | -2.2% | 0.5% | 55% | -16% | 1% | 18% | -2% |
| CC1CC(C)CN(C(=O)CSc2nnc(N)s2)C1 (centres undefined) | 9.7% | i | 3.3 | 1.5% | 0.3% | 26% | -26% | -4% | -3% | -12% |
| CCOc1ccc(N2C(=O)c3cccnc3C2Nc2ccc(C)c(C)c2)cc1 (centres undefined) | -1.9% | i | 0.6 | -0.7% | 0.3% | -2% | 17% | 14% | 14% | 8% |

(more compounds)
SMILES	KOR beta-arrestin-1	Myeloid diff MLP	Myeloid diff MLP GFP+ MAC1+ %	HIV peptide binding	GPR55 beta-arrestin	NOD1 NF-kB reporter	KOR beta-arrestin-2	GPR35 antagonists	HEK293 NOD2/NF-kB	GPR55 LPI antagonism
CCN1CCC(NC(=O)c2cc(OC)c(OC)cc2OC)CC1	0.9%	i	0.8	-4.1%	-0.1%	0%	-11%	16%	12%	2%
CC(=O)N1CCN(c2nc(-c3ccco3)c3c(c2C#N)CC(C)(C)SC3)CC1	-0.9%	i	0.6	1.5%	0.0%	-9%	-2%	10%	9%	19%
Cc1csc(NC(=O)CSc2nnc(-c3ccc(Cl)cc3)n2N)n1	-5.2%	i	4.5	1.6%	-0.2%	-11%	-9%	-12%	4%	12%
CCNC(=O)c1ccc(OCC(=O)Nc2ccc(F)cc2)c(OC)c1	3.1%	i	0.6	-0.9%	-0.7%	-15%	-18%	-10%	3%	7%
Cc1cc(C)c(S(=O)(=O)Nc2ccc(N3CCOCC3)cc2)c(C)c1	-2.9%	i	0.2	-2.6%	-0.1%	-3%	12%	8%	10%	9%
COc1ccc(CNC(c2ccccc2)c2ccc(Cl)cc2)cc1 (centres undefined)	3.5%	i	0.3	2.2%	-0.3%	-13%	-10%	13%	1%	-1%
CCOc1ccc(NC(=O)CCC(=O)NNC(=O)Nc2ccc(Cl)cc2)cc1	-10%	i	0.2	-0.2%	0.0%	-37%	-68%[20 µM]	9%	-7%	12%
O=C(N/C(=C/c1ccccc1)C(=O)N1CCCCC1)c1ccc(Br)o1	3.7%	i	1.2	0.5%	-0.1%	-3%	-13%	-5%	11%	-2%
O=C(NCc1ccco1)Oc1ccccc1	2.1%	i	10	0.8%	-0.2%	-25%	-26%	-3%	-14%	2%
Brc1ccc(-c2nnc3ccc(Nc4ccccc4)nn23)cc1	4.5%	/	/	1.3%	-0.3%	-27%	2%	-2%	-1%	9%
CC1CCN(C(=O)C2CCN(c3ncnc4c3nc3n4CCCCC3)CC2)CC1	-0.4%	i	7.3	-0.2%	0.0%	-12%	-14%	-2%	36%	1%
COc1ccc(Cc2nc3ccc(C(=O)N(C)C(C)c4nccs4)cc3o2)cc1 (centres undefined)	0.3%	i	2.4	-1.1%	-0.1%	-23%	2%	9%	16%	1%
C#CCOCCOCCOCCNc1nc(N2CCN(C(=O)[C@H](CCC(=O)O)n3cc(C(N)CO)nn3)CC2)nc(N2CCN(C(=O)[C@H](CCC(=O)O)n3cc(C(N)CC(C)C)nn3)CC2)n1 (some centres undefined)	7.1%	/	/	-0.3%	-0.1%	4%	0%	6%	-2%	-1%
CC(C)C(NC(=O)c1ccc(F)cc1)C(=O)NCC1CCCO1 (centres undefined)	-2.4%	i	0.9	1.1%	-0.1%	-6%	14%	-2%	20%	-1%
CCCC(=O)Nc1nc2ccc(S(=O)(=O)N3CCCCC3)cc2s1	2.9%	?	/	-1.5%	-0.1%	-42%	24%	-10%	6%	8%
COc1ccccc1CCn1c(N)c(C#N)c2nc3ccccc3nc21	0.4%	i	4.6	0.4%	-0.2%	-14%	-9%	-3%	-1%	-4%
COc1cc2c(=O)c(-c3ccc(O)cc3)coc2cc1OC1OC(CO)C(O)C(O)C1O (centres undefined)	0.4%	i	10	0.7%	-0.2%	-25%	-26%	3%	2%	5%
CC(C)CC(=O)Nc1ccccc1N1CCCC1	-4.5%	i	0.6	-2.1%	-0.5%	-27%	24%	0%	1%	9%
CC(C)NC(=O)Cc1ccc(Br)cc1	-4.6%	i	0.9	2.6%	-0.4%	-28%	18%	11%	-5%	-3%

Only part of the results is shown, so the mix of outcomes need not match the whole.
